N-glyco inh: blocks N-linked glycosylation in D54 reporter cells | D54 ERlucT glycosylation luciferase reporter, 24 h; percent of 100 nM tunicamycin response | reporter increase, % at 12.5 µM | 0.23% of 360,000 active | AID 588692;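 active = mean luciferase reporter signal, scaled so untreated is 0 and the glycosylation-blocking control 100, at or above a set limit in every replicate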;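 also: luciferase carries N-glycosylation sites so blocking glycosylation raises the light; 0% = median of neutral control wells and 100% = median of 100 nM tunicamycin wells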
Vif imaging: blocks HIV Vif function; HEK293T cells, Vif self-association by quenched fluorescence, imaging, 24 h; inhibition, % at 7.49 µM; 0.35% of 340,000 active; in the data active = inhibition above about 50%, passing the limit was not always enough; also: some results filed as inactive read as strong as hits
PDI turbidity: PDI (human) enzyme inhibition; P07237; PDI insulin aggregation turbidity, A650, 90 min; inhibition, % at 10 µM; 0.052% of 350,000 active;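 active = mean inhibition across replicates of 30% or more, whatever share of single replicates reach that level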;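 also: absorbance from insulin aggregation driven by PDI reduction with DTT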
Target sequence (P07237 whole entry, looked up): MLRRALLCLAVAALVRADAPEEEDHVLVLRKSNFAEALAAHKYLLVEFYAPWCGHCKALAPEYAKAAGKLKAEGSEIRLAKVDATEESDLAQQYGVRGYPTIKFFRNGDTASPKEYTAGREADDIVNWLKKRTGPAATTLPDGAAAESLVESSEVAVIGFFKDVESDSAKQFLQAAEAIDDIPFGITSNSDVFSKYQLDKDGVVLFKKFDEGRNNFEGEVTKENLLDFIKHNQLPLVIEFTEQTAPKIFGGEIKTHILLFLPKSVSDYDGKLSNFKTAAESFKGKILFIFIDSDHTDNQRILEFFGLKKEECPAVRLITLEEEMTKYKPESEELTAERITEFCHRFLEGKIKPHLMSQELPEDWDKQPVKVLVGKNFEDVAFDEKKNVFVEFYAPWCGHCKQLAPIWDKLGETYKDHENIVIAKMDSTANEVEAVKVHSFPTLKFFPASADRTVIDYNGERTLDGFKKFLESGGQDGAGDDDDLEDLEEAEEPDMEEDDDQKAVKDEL
HTR2A ag: mouse HTR2A agonism via beta-arrestin recruitment. activation, % at 7.6 µM. CHO-K1 mHTR2A beta-arrestin complementation, luminescence; percent of 30 µM serotonin response. 0.66% of 360,000 active. AID 624169;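 active = activation above a run cutoff, the mean activation of all tested compounds plus 3 SD, cut at about 14% in these data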;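 also: 0% = plate median of compound wells and 100% = 30 µM serotonin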
Target sequence (P35363 whole entry, looked up): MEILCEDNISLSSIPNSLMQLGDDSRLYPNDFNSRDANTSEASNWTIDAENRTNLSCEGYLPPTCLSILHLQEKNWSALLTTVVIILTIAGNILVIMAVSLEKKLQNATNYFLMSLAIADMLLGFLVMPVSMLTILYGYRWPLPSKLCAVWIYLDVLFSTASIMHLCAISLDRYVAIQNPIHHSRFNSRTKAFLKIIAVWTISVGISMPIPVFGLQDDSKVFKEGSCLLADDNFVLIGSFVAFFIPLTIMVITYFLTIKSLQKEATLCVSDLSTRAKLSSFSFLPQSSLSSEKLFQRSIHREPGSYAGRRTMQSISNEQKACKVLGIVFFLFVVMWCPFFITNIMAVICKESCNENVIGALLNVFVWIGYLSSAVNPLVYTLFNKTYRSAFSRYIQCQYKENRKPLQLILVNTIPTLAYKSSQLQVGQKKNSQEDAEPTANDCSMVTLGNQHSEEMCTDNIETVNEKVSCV
hiPSC survival: increases survival of single human iPS cells. survival enhancement, % at 20 µM. hiPSC single-cell survival, ATPlite luminescence; 100% = ROCK inhibitor wells, 0% = DMSO. 0.044% of 360,000 active; in the data active = survival enhancement above about 18%;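 also: cells exposed to compounds for 16 hours before the ATP read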
Granule exo inh: blocks lytic granule exocytosis | 0.66% of 360,000 active | TALL-104 LAMP-1 surface exposure, flow cytometry; cells stimulated with thapsigargin and PMA | inhibition, % at 10 µM;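 active = inhibition above about 55%, limit read from the data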
ABCB6 inh 2: blocks the human ABCB6 transporter. Q9NP58. K562-ABCB6 porphyrin accumulation, flow cytometry, 1 h; stronger effect = lower value. fluorescence ratio to DMSO, % at 10 µM. 0.19% of 360,000 active. AID 602162;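 active = fluorescence ratio to DMSO below 75%, the collection mean minus 3 SD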;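 also: signal is porphyrin accumulated inside mitochondria; 100% equals median channel fluorescence of DMSO control wells; lower ratio means ABCB6 inhibition with less porphyrin fluorescence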
aDG glyco up: increases alpha dystroglycan glycosylation. AID 624168. activation, % at 10 µM. 0.22% of 360,000 active. Pro5-aDG cells, alpha-DG glycosylation AlphaScreen (IIH6); 0% Pro5, 100% B10-LARGE cell signal;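 active = activation of at least 8% versus controls, or a plate z-score of at least 8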;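 also: Pro5 are CHO cells carrying HIG-tagged alpha-DG that lacks glycosylation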
Cardio protect: protects H9c2 cardiomyocytes from peroxide injury; H2O2 injury protection, ATPLite, 2 h; protection from H2O2 cell death, % at 20 µM; 0.63% of 360,000 active; AID 588492;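 active = compounds giving at least 50% protection of heart cells from peroxide-induced death in the single-dose screen, raw or plate-pattern-corrected value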;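 also: 0% = DMSO wells with peroxide and 100% = DMSO wells without peroxide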
CaV13 ICDI inh: Disruptors of the CACNA1D IQ motif to Ca2+-dependent inactivation inhibitor domain association, primary screening, Förster resonance energy transfer in intact living … | HEK cells, CFP/YFP FRET ICDI-IQ, plate reader, 10 min; percent FRET-ratio fall versus neutral wells | AID 743397 | 0.098% of 340,000 active | inhibition, % at 12.3 µM;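 active = mean replicate inhibition of at least 30% and at least 1% of replicates passing that level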;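 also: 0% = median of the neutral control wells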
* hit, by the source's call; . = no result given. An excerpt. The share of hits here may be higher or lower than overall.

SMILES	N-glyco inh	Vif imaging	PDI turbidity	HTR2A ag	hiPSC survival	Granule exo inh	ABCB6 inh 2	aDG glyco up	Cardio protect	CaV13 ICDI inh
CCCCC(=O)N/N=C/c1c(O)n(CC)c(=S)[nH]c1=O	0	.	-5	2	0.5	-1	104	-0.2	-1	-17
CN(C)CC#CCOCCOCCC#N	0	-8	4	5	0.6	0	103	0.0	-2	-5
COc1c(C)cc(C(=O)C2CCCN(Cc3cccc(C)n3)C2)cc1C (stereo not given)	-2	10	7	-2	-1.5	-4	100	0.4	2	-8
CC1=NN(c2ccccc2)C(=O)/C1=C/c1c(O)[nH]c(=O)[nH]c1=O	-1	11	-4	2	-0.8	-4	103	0.0	0	-5
Cc1cc(C=C2C(=O)NC(=O)NC2=O)c(C)n1-c1ccncc1	0	3	8	-3	0.2	6	93	-0.3	9	-6
O=C(COc1ccc(Br)cc1)N1CCN(Cc2ccc3c(c2)OCO3)CC1	-3	12	1	10	0.1	42	106	0.1	-4	-6
O=C1c2ccccc2C(=O)N1Cc1nc2ccccc2c(=O)n1-c1cccnc1	1	-7	-7	6	7.1	-1	112	0.0	3	-6
O=c1[nH]c(O)c(N=Nc2cc(C(F)(F)F)ccc2Cl)c(=O)[nH]1	1	.	1	0	-1.7	0	97	-0.2	2	-5
Cc1ccc(-n2c(O)c(C=NCCC3=CCCCC3)c(=O)[nH]c2=O)cc1	-1	0	15	1	1.8	3	100	0.0	7	-5
COc1ccc(NC(=O)c2cn(CCC#N)nc2-c2ccccc2)cc1	0	2	-12	1	-0.3	2	101	0.0	5	-21
CCCNS(=O)(=O)c1ccc(OCC(=O)N2CCN(C)CC2)cc1	1	5	-8	-2	1.2	2	99	-0.1	-2	-5
CCC(C(=O)N1CCC2(CC1)OCCO2)n1c2ccccc2c2nc(=O)cc(C)n21 (stereo not given)	-1	-1	6	5	0.3	0	96	0.3	3	-7
COC(=O)C1=C(c2cccc(OCc3ccccc3)c2)C[C@@H]2CC[C@H]1N2C(=O)NCCCc1ccccc1	-5	-1	3	-7	0.0	-3	95	0.3	1	-5
COc1ccccc1CNCCc1cccc(Cl)c1	1	5	7	43*	1.3	-2	93	0.6	-2	-5
Cc1ccc(OCC(=O)N2CCN(C)CC2)c(Br)c1	1	15	-3	-2	-0.2	-11	98	-0.2	-6	-6
COc1cccc(C(=O)C2CCCN(Cc3cccc4c3OCO4)C2)c1 (stereo not given)	-1	9	-1	-4	3.5	0	101	-0.2	7	-17
CN(Cc1cccc(-c2cccnc2)c1)C(=O)Oc1ccc([N+](=O)[O-])cc1	.	.	.	-7	-0.3	-2	96	0.4	.	-5
COc1nc2ccccc2nc1N1CCN(C)CC1	1	-17	-3	-3	-0.2	-6	95	0.0	5	-5
c1ccc2c(CCNCc3ccc4c(c3)OCO4)c[nH]c2c1	-2	6	-5	30*	0.8	-5	97	0.0	0	-3
CC1C(C)N1CC(O)Cn1ccnc1[N+](=O)[O-] (stereo not given)	1	0	8	-3	0.2	-2	99	0.1	-2	-4
O=C1/C(=C/c2ccncc2)N2CCC1CC2	0	4	2	-7	1.0	-8	102	-0.1	-3	-6
CCOP1(=S)Oc2cc3c(cc2C(C(=O)OC)(C(F)(F)F)O1)OCO3 (stereo not given)	-1	-5	4	2	-3.8	-3	95	0.3	-2	-6
CC[C@H]1CN2CC[C@@]3(C(=O)Nc4ccccc43)[C@@H]2C[C@@H]1/C(=C\OC)C(=O)OC	-1	-11	.	-1	1.3	-3	102	0.2	2	.
COC(=O)C1=C(c2ccc(OC)c(OC)c2)C[C@@H]2CC[C@H]1N2C(=O)N1CCOCC1	4	-4	-7	13	-0.8	-3	100	0.1	5	-6
COc1ccc(C(c2nnnn2-c2c(C)cccc2C)N2CCC(n3c(=O)[nH]c4ccccc43)CC2)cc1 (stereo not given)	-7	-6	.	-4	-1.8	-1	97	0.5	-1	-9

Following part.
SMILES	N-glyco inh	Vif imaging	PDI turbidity	HTR2A ag	hiPSC survival	Granule exo inh	ABCB6 inh 2	aDG glyco up	Cardio protect	CaV13 ICDI inh
C=C1C(C)C2C(Cc3ccccc3)NC(=O)C23OC(=O)/C=C/C(O)CCCC(C)C/C=C/C3C1O (stereo not given)	-7	18	1	8	30*	9	87	-0.4	57*	-5
O=C(c1ccc(CNS(=O)(=O)c2ccc(Br)cc2)cc1)N1CCC2(CC1)OCCO2	-4	-7	-14	-4	7.4	-1	99	0.1	-1	-5
CN1CCc2cccc(Cl)c2CC1	-1	-1	7	1	0.2	-6	98	0.6	3	-5
Cc1ccc(NC(=O)c2cn(CCC#N)nc2-c2ccc3c(c2)OCCO3)c([N+](=O)[O-])c1	-1	-4	5	-1	0.4	-2	96	-0.3	7	-4
Cc1ccc(S(=O)(=O)N2Cc3cc(-c4ccccc4)ccc3-n3nncc3C2)cc1	-6	4	.	0	1.0	-3	95	0.0	-1	-6
Cc1cccc(NC(=S)N2CC3CC(C2)c2cccc(=O)n2C3)c1C (stereo not given)	6	15	4	1	-1.3	-7	98	-0.4	2	-3
O=P(Nc1ccccc1)(Oc1ccccc1)Oc1ccccc1	-1	0	-8	-2	-0.2	25	100	-0.4	54*	-5
COc1cccc(CN2CCCCC2c2cccnc2)c1 (stereo not given)	1	6	8	-4	-2.7	4	92	-0.2	1	-9
CCOC(=O)c1c(-c2ccc(OC)cc2)oc2ccc(OC(=O)N(C)C)cc12	.	.	-10	-4	-1.4	9	89	0.0	-10	.
O=C(O)c1nn(Cc2ccc(Cl)cc2Cl)c2ccccc12	0	-5	-10	-3	-1.0	-2	95	0.0	-8	-6
C=CCc1cc(OC)c2c(c1)OCO2	1	8	.	2	-0.6	4	97	-0.3	-4	.
CC(=O)N1CCN(c2ccc([N+](=O)[O-])cc2C=C2C(=O)NC(=O)NC2=O)CC1	4	2	3	-3	1.0	2	100	-0.4	6	-4
CCOc1ccc(C(=O)OC2CC3CCC(C2)N3C)cc1 (stereo not given)	-3	-18	-11	0	-1.4	-1	101	-0.2	-3	-4
O=C(Nc1ccc2c(c1)OCO2)c1cn(Cc2ccc(F)cc2)nn1	2	53*	-15	-4	-3.4	-4	88	0.2	-7	-4
COC(=O)C1=C(c2cccc(C#N)c2)C[C@@H]2CC[C@H]1N2C(=O)NCCOc1ccccc1Cl	2	-3	6	-4	0.7	6	99	0.1	-1	-6
O=c1[nH]c(=O)n(Cc2ccco2)c(O)c1C=NCc1ccc2c(c1)OCO2	1	-2	-4	0	5.1	-2	103	0.0	10	-5
Nc1c2c(nc3sc4c(c13)CCCC4)CCCCC2	-2	14	7	-10	-1.7	-1	82	1.0	-28	.
CCCN1CCC(NC2CCC(O)CC2)CC1 (stereo not given)	4	-5	4	1	-0.1	2	96	-0.1	6	-3
CC1CN(CCc2ccccc2)CC(C)O1 (stereo not given)	3	3	-3	-1	-1.3	-6	102	-0.2	0	-5
CCC(c1nnnn1-c1ccc(OC)cc1)N1CCC2(CC1)C(=O)NCN2c1ccccc1 (stereo not given)	2	-10	.	-8	0.7	0	97	0.1	5	-7
CCCC(=O)Nc1ccc(N2CCN(CC)CC2)c(Cl)c1	0	-2	-3	-2	-1.5	-1	94	0.1	-1	-5
COc1cc(C(O)CN)ccc1O (stereo not given)	0	-6	2	-5	1.0	-1	101	0.1	-6	-4
c1ccc(Cn2ccnc2)cc1	3	-2	2	-3	3.6	-3	95	0.1	10	-4
COc1ccccc1CCNCc1ccc(OC)c(OC)c1OC	0	-8	6	11	0.1	-4	102	0.2	0	-7
COc1cccc(C2(O)CCSCC2CN(C)C)c1 (stereo not given)	0	0	-19	3	0.8	17	98	0.2	-3	-5

Reprinted from the part before: 5 compounds, followed by the next part.
SMILES	N-glyco inh	Vif imaging	PDI turbidity	HTR2A ag	hiPSC survival	Granule exo inh	ABCB6 inh 2	aDG glyco up	Cardio protect	CaV13 ICDI inh
CCCC(=O)Nc1ccc(N2CCN(CC)CC2)c(Cl)c1	0	-2	-3	-2	-1.5	-1	94	0.1	-1	-5
COc1cc(C(O)CN)ccc1O (stereo not given)	0	-6	2	-5	1.0	-1	101	0.1	-6	-4
c1ccc(Cn2ccnc2)cc1	3	-2	2	-3	3.6	-3	95	0.1	10	-4
COc1ccccc1CCNCc1ccc(OC)c(OC)c1OC	0	-8	6	11	0.1	-4	102	0.2	0	-7
COc1cccc(C2(O)CCSCC2CN(C)C)c1 (stereo not given)	0	0	-19	3	0.8	17	98	0.2	-3	-5
N#CCCn1cc(C(=O)Nc2ccc([N+](=O)[O-])cc2)c(-c2ccccc2)n1	0	-4	-9	0	0.2	-8	98	-0.1	-4	-13
Cc1cc(NC(=O)COC(=O)c2c(C)nn(Cc3ccccc3Cl)c2C)no1	1	-14	-2	-3	4.6	1	97	0.8	14	-5
COc1cc(C(=S)N2CCOCC2)cc(OC)c1OC(=O)Cc1ccccc1	-1	-6	17	1	0.0	-3	99	0.0	-5	-2
COC(=O)C1=C(c2ccc(F)cc2OCc2ccccc2)C[C@@H]2CC[C@H]1N2C(=O)NCc1ccc(C(C)(C)C)cc1	-8	-3	-4	-2	-0.9	14	92	0.4	-3	-6
CC(Cc1ccccc1)NC(=O)/C=C/C(=O)O (stereo not given)	1	1	-11	-3	0.9	-1	97	0.3	-4	-3
O=C(c1ccccc1)N1CCC2(CC1)OCCO2	2	14	-8	-1	-0.2	-1	92	0.0	-1	-4
CCOC(=O)C1(CCc2ccccc2)CCN(Cc2ccc3c(c2)OCCO3)CC1	-3	-12	12	-9	-1.2	18	96	1.1	-14	-6
CCOC(=O)c1c(C)n(Cc2ccccc2)c2ccc(OCC(O)CNC(C)(C)C)cc12 (stereo not given)	-6	-2	5	-9	-0.4	27	100	1.6	-1	-2
COc1cccc(OC)c1CN1CCCC(C(=O)c2cccc(Cl)c2)C1 (stereo not given)	1	2	7	-6	-0.7	46	94	0.0	-3	-4
CC(C)n1c(=O)c(C=Nc2ccc(S(N)(=O)=O)cc2)c(O)n(Cc2ccco2)c1=O	2	-1	5	7	3.3	-2	96	-0.2	-2	-5
CC(CC(C)(C)N1CC1)=NO	-3	5	3	0	-1.4	-2	98	-0.1	4	-6
CC1=CP(=O)(Oc2ccc([N+](=O)[O-])cc2)CC1 (stereo not given)	0	-2	7	1	4.6	8	93	0.2	-6	-3
CSc1ncc(/C=C2/C(=O)NC(=O)N(c3ccc(Cl)cc3)C2=O)cn1	4	-5	0	5	1.0	0	104	0.2	10	-6
CC(=O)Nc1ccc(C(=O)OCC(=O)Nc2ccc(Cl)cc2C(=O)c2ccccc2)cc1	1	-4	-1	0	-0.8	-3	96	0.0	-4	-3
CC(C)c1cc(Br)c(NC(=O)Nc2cccnc2)c(Br)c1	-1	-3	-19	0	-0.6	-10	97	0.1	7	-20
CC(NCc1ccc(Cl)c(Cl)c1)C(O)c1ccccc1 (stereo not given)	1	8	3	16*	1.6	-2	99	0.4	-8	-7
O=C(COC(=O)c1ccccc1)Nc1ccc(Cl)cc1C(=O)c1ccccc1	1	-6	7	5	-0.9	4	103	-0.1	-10	-6
Cc1sc2ncn(CC(=O)NCCCC(=O)N3CCC4(CC3)OCCO4)c(=O)c2c1C	2	1	1	6	1.7	3	101	-0.5	4	-4
C[C@]1(O)CCC2C3CC[C@@H]4CC(=O)CC[C@]4(C)C3CC[C@@]21C (stereo not given in full)	1	-8	-9	1	-2.2	-8	102	0.2	-4	-4
